Source: PubChem
TRHR agonist – activates the human TRH receptor. TRHR cells, calcium flux fluo-8, FDSS agonist mode. P34981. activation, % at 2 µM. 0.18% of 360,000 active; also: 0% is about no effect
Target sequence (P34981 whole entry, looked up): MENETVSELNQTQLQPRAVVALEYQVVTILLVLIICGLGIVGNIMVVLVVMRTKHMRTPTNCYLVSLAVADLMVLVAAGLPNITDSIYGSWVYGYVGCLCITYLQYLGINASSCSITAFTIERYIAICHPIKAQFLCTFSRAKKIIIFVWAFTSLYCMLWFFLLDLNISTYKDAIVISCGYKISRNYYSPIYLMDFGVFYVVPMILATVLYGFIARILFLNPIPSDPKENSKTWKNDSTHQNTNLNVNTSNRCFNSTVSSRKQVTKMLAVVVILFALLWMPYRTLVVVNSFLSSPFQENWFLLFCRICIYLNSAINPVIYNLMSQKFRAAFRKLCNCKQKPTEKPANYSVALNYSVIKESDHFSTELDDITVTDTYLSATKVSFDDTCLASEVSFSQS
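Steps: seed TRHR cells overnight; add fluo-8 no-wash Ca dye, RT 30 min–1.5 h; record 10 s baseline; pin-transfer compounds; monitor fluorescence 1 cycle/s for the agonist window. Calcium increases flag candidate agonists.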
D1 ag – agonists of human D1 dopamine receptor. P21728. HEK293 T-REx D1 cells, calcium flux, agonist mode. activation, % at 2 µM. 1% of 360,000 active. AID 504660; also: 0% is about no effect
Target sequence (P21728 whole entry, looked up): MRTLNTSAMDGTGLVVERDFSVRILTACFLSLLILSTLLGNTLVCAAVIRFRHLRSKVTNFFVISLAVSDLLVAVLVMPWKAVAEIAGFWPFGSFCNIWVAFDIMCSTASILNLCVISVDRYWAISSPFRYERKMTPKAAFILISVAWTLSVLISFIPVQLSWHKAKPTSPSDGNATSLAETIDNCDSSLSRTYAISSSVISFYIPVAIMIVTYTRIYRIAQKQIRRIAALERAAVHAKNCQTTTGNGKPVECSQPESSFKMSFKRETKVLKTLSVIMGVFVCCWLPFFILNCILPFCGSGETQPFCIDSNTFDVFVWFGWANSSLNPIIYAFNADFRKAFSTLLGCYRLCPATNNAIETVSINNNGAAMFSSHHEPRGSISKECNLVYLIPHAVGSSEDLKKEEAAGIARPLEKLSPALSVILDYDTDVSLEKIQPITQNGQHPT
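Inducible HEK293 T-REx D1 cells, force-coupled to calcium signalling, were plated at 4000 cells/well with tetracycline and held overnight at 30 C. After no-wash calcium dye loading, compound-evoked calcium rise over 180 s flagged agonists.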
D1 PAM – enhances dopamine response at the human D1 receptor; P21728; HEK293 TREx D1 cells, calcium flux, dopamine EC20 potentiation; potentiation, % at 10 µM; 0.036% of 360,000 active; AID 504651; in the data active = potentiation above about 30%; also: 0% is about no effect
D2 PAM – positively modulates the human D2 dopamine receptor allosterically | P14416 | HEK293 T-REx D2, calcium flux, EC20 dopamine potentiation | potentiation, % at 10 µM | 0.34% of 340,000 active;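 active = potentiation over 3 SD above the plate norm, cut at about 30% in these data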; also: 0% is about no effect
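Cells plated with tetracycline inducer and held overnight at 30 C; calcium dye loaded 30–90 min at room temperature; baseline taken, compound added and read 180 s; EC20 dopamine then added and read 180 s.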
D1 antagonist – human D1 dopamine receptor antagonism; HEK293 TREx D1 cells, calcium flux, dopamine EC80; stronger effect = lower value; activity change, negative = inhibition, % at 10 µM; 3.2% of 360,000 active; AID 504652; in the data active = activity change below about -30%; also: % is scaled to controls: 0 for no effect and ±100 for the full control effect
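Cells carrying a force-coupled, tetracycline-inducible human D1 receptor report calcium flux. Each well gets a 10 s baseline, compound with 180 s monitoring, then an EC80 dopamine stimulus with a second 180 s kinetic read.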
D2 agonist – agonists of human D2 dopamine receptor; P14416; HEK293 T-REx D2 cells, calcium flux agonist mode; activation, % at 2 µM; 0.53% of 340,000 active; AID 485358;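 active = activation over 3 SD above normal in the single-dose calcium agonist read, cut at about 30% in these data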; also: 0% is about no effect
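Agonism is scored from calcium flux in a force-coupled, inducible HEK293 cell line expressing D2, read kinetically for 180 s after compound addition against dopamine controls.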
TRHR enhancer – TRH receptor (human) allosteric enhancement. P34981. TRHR cells, fluo-8 calcium fluorescence, EC20 TRH enhancement. enhancement, % at 2 µM. 0.66% of 360,000 active; in the data active = enhancement above about 30%; also: 0% is about no effect
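TRHR-expressing cells loaded with fluo-8 calcium dye were read kinetically (ex 480/em 530) during compound addition, then stimulated with an EC20 of TRH (10 nM final). Enhancement of the Gq-mediated intracellular calcium response was scored.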
D2 antag – antagonizes the human D2 dopamine receptor. P14416. HEK293 TREx D2 cells, calcium flux, dopamine EC80. inhibition, % at 10 µM. 2% of 340,000 active. AID 485344; in the data active = inhibition above about 30%; also: 0% is about no effect
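Calcium mobilization kinetics were recorded at 1 s intervals in tetracycline-induced HEK293 T-REx D2 cells, first for 180 s after compound addition and then 180 s after EC80 dopamine.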
RXFP1 antag – RXFP1 (human) relaxin receptor antagonism. Q9HBX9. HEK293-RXFP1, relaxin-stimulated cAMP HTRF, 30 min; stronger effect = lower value. activity change, negative = inhibition, % at 57.5 µM. 0.59% of 350,000 active;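 active = activity change of -60% or lower, but not beyond a set lower limit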; also: % is scaled to controls: 0 for no effect and ±100 for the full control effect
An asterisk follows results filed as active; nt = not tested or not shown. Rule as the data show it, unless noted: active = activation above about 30%; inactive = the rest. Not a hit list (roughly 7.1% active in at least one column).

SMILES	TRHR agonist	D1 ag	D1 PAM	D2 PAM	D1 antagonist	D2 agonist	TRHR enhancer	D2 antag	RXFP1 antag
O=C(Nc1ccc(S(=O)(=O)N2CCCC2)cc1)c1cnccn1	0.3	12	-7	1	-3	1.3	10	-6	-13
CC(C)(C)c1cc(CCC(=O)N2CCNCC2)c(C(C)(C)C)cc1O	0.4	0	1	-9	-4	-0.1	3	12	-4
COc1cc(Br)c(-c2sc(Nc3ccccc3)n[n+]2-c2ccccc2)cc1OC	-0.5	-2	0	-2	-17	-1.2	-5	-6	nt
O=C(CN1C(=O)c2ccccc2S1(=O)=O)Nc1ncc([N+](=O)[O-])s1	-0.3	2	2	nt	-3	nt	0	nt	-5
COc1ccc(C2=NOC3(CC(=O)N(c4ccc5ccccc5c4)C3=O)C2)c(OC)c1 (stereo not drawn)	0.4	4	-7	3	-7	6.4	-3	14	3
O=C(NCC1CCCN1S(=O)(=O)c1cccs1)C(=O)Nc1cccc(F)c1 (stereo not drawn)	0.2	9	-3	-1	-1	12	-2	10	8
c1ccc(-c2noc(CN3CCCC(OCc4ccccn4)C3)n2)cc1 (stereo not drawn)	-0.3	4	-4	-1	7	1.6	1	-4	-3
COC(=O)c1ccc2nc(C)c(C)nc2c1	2.6	2	-6	-2	-4	-0.5	-8	17	2
CCOc1cccc2c1OC1(C)CC2NC(=O)N1c1ccc(OC)cc1 (stereo not drawn)	-0.1	1	-7	-6	-14	-1.5	-2	4	2
Cc1ccc(-c2cc3nc(-c4ccccc4)cc(C(F)(F)F)n3n2)cc1	0.6	1	2	7	-5	0.5	0	nt	0
CC(C)Nc1ccc(Nc2ccnc3cc4ccccc4cc23)cc1	0.7	3	-6	-5	-26	0.7	-1	-7	-19
CCCCOc1ccc(C(=O)N/C(=C/c2cccc([N+](=O)[O-])c2)C(=O)O)cc1	-0.3	2	1	-2	-4	-0.6	4	6	2
C/C(=N\N=C(/N)SC1CC(=O)N(c2cccc(Cl)c2)C1=O)c1cccs1 (stereo not drawn)	0.1	-1	3	8	-2	-0.3	-4	-2	-3
Fc1ccccc1Nc1c2c(nc3ccccc13)CCC2	-2.0	3	-5	-14	-34*	-0.8	16	nt	nt
COc1ccc(N2CCN(C(C)C(=O)Nc3nnc(C)s3)CC2)cc1 (stereo not drawn)	0.8	2	-6	5	-3	-0.3	32*	-6	16
Cc1ccc(Nc2c(-c3ccco3)nc3ccccn23)cc1	0.3	5	-12	4	10	-1.6	6	5	-7
COC(=O)c1ccc(COc2ccccc2/C=C(\C#N)C(=O)Nc2c(C)cccc2C)cc1	0.5	5	-8	10	6	0.3	-1	-14	-11
CCCNC(=O)c1sc2c(c1C(=O)Nc1ccccn1)CCCC2	0.5	2	2	-1	13	0.0	-8	10	-14
CCc1nnc2n1N=C(c1ccc([N+](=O)[O-])cc1)CS2	-0.1	0	-2	-20	-7	-0.3	-2	-2	-1
COc1cc(C(=O)Nc2cc(-c3cn4cccnc4n3)ccc2C)cc(OC)c1OC	0.1	4	0	9	5	1.4	0	6	-16

Five entries already listed, ordered by the value under D2 antag, low to high:
Molecule | D1 ag | D1 PAM | D2 PAM | D1 antagonist | TRHR enhancer | D2 antag | RXFP1 antag
COc1cc(Br)c(-c2sc(Nc3ccccc3)n[n+]2-c2ccccc2)cc1OC | -2 | 0 | -2 | -17 | -5 | -6 | nt
c1ccc(-c2noc(CN3CCCC(OCc4ccccn4)C3)n2)cc1 (stereo not drawn) | 4 | -4 | -1 | 7 | 1 | -4 | -3
CCc1nnc2n1N=C(c1ccc([N+](=O)[O-])cc1)CS2 | 0 | -2 | -20 | -7 | -2 | -2 | -1
CCCCOc1ccc(C(=O)N/C(=C/c2cccc([N+](=O)[O-])c2)C(=O)O)cc1 | 2 | 1 | -2 | -4 | 4 | 6 | 2
CCCNC(=O)c1sc2c(c1C(=O)Nc1ccccn1)CCCC2 | 2 | 2 | -1 | 13 | -8 | 10 | -14

More structures follow:
SMILES	TRHR agonist	D1 ag	D1 PAM	D2 PAM	D1 antagonist	D2 agonist	TRHR enhancer	D2 antag	RXFP1 antag
CC1CCN(C(=O)CCNS(=O)(=O)c2ccccc2)CC1	0.2	4	8	-2	19	0.3	-1	-15	11
CC(C)OC(=O)CC(=O)CSc1nc2c(cc1C#N)CCCCC2	0.2	1	-7	2	0	0.9	-5	-31	-16
O=C(Cn1ccc([N+](=O)[O-])n1)NCC1CCCO1 (stereo not drawn)	0.1	3	-1	0	2	-0.3	-3	0	0
CCOC(=O)/C(C#N)=C\c1c(OCC)n(CC)c2ccccc12	0.4	2	0	-3	13	0.6	-6	3	-13
Cc1ccc(Cn2cc(S(=O)(=O)c3cccc(Cl)c3)c(=O)c3cc(F)c(N4CCCCC4)cc32)cc1	0.6	-1	-2	0	0	nt	13	nt	-3
Cn1c(Cn2c(=O)sc3ccccc32)nnc1SCC(=O)Nc1ccccc1F	-0.2	2	3	1	12	-0.9	-11	8	-14
Cc1ccc(Cl)cc1N1CCN(S(=O)(=O)c2c(C)noc2C)CC1	0.0	1	0	0	29	0.1	-3	9	28
CCOCCn1c(CN2CCCCC2)nc2c1c(=O)n(C)c(=O)n2C	-0.3	5	-9	1	22	0.1	-1	-3	0
COc1cccc(C(=O)Nc2cccc(C(C)=O)c2)c1	0.2	2	4	1	24	-2.6	3	0	-7
COCCNC(=O)c1ccc(CN2CCC(Cc3ccccc3)CC2)cc1	0.9	3	-9	-23	-31*	-0.2	7	-3	6
CCN1CCN(/C=N/c2nc3c(s2)CCCC3)CC1	0.3	4	-4	5	-4	0.8	-5	-10	-13
Cc1ccc(N(CC(=O)NCCSc2ccccn2)S(=O)(=O)c2ccc(F)cc2)cc1	-1.9	3	-2	7	13	-0.5	-2	4	-6
COC(=O)c1ccc2c(=O)n(CCCCCC(=O)N3CCN(c4cc(C)ccc4C)CC3)c(=O)[nH]c2c1	-0.2	4	-1	-4	-14	1.1	1	nt	-23
CC(C)(Oc1ccc(Br)cc1)C(=O)Nc1cc(-c2nc3ccccc3[nH]2)ccc1Cl	0.2	-1	2	-9	-5	0.3	13	nt	nt
CCCCCC(=O)Nc1cccc(C2=NOC3(C2)C[C@H](C(N)=O)N(C(=O)CC#N)C3)c1 (stereo partly drawn)	0.7	3	-2	-4	17	0.3	-6	11	nt
CCCCCCCc1c(O)nc(SCCN2CCOCC2)[nH]c1=O	0.0	0	-5	-3	-2	1.6	17	-9	1
COc1ccnc(Oc2ccccc2)c1C(N)=O	-2.1	1	-1	15	-6	0.6	-2	1	-1
COc1ccc(C)cc1NC(=O)C(NCC1CCCO1)c1ccccc1 (stereo not drawn)	-0.3	4	0	5	5	-0.8	5	-13	nt
CN(C(=O)CSc1nnc(-c2ccccc2)n1C)C1CCS(=O)(=O)C1 (stereo not drawn)	0.8	6	-1	4	-10	-0.6	1	9	-2
Cc1ccc(NC(=O)C(Cc2ccccc2)NS(=O)(=O)c2ccc3c(c2)oc(=O)n3C)cc1F (stereo not drawn)	0.7	6	-2	-6	4	2.3	-8	nt	nt

Compound profiles, from the list above. Screens in order: TRHR agonist	D1 ag	D1 PAM	D2 PAM	D1 antagonist	D2 agonist	TRHR enhancer	D2 antag	RXFP1 antag
CC(C)(Oc1ccc(Br)cc1)C(=O)Nc1cc(-c2nc3ccccc3[nH]2)ccc1Cl is listed as 0.2	-1	2	-9	-5	0.3	13	nt	nt
COc1cccc(C(=O)Nc2cccc(C(C)=O)c2)c1 is listed as 0.2	2	4	1	24	-2.6	3	0	-7
CC(C)OC(=O)CC(=O)CSc1nc2c(cc1C#N)CCCCC2 is listed as 0.2	1	-7	2	0	0.9	-5	-31	-16

Additional entries.
SMILES	TRHR agonist	D1 ag	D1 PAM	D2 PAM	D1 antagonist	D2 agonist	TRHR enhancer	D2 antag	RXFP1 antag
O=C(CCn1c(=O)c2ccccc2n(Cc2cccc([N+](=O)[O-])c2)c1=O)N1CCc2ccccc2C1	-1.8	3	-4	nt	17	nt	-1	nt	2
Cc1ccccc1CNc1nc(N)n(-c2ccccc2)n1	-0.2	2	-3	-12	-7	-0.7	-2	-3	nt
Fc1cccc(Cl)c1-c1nnc2ccc3ccccc3n12	-1.0	8	-5	3	-19	-0.9	-2	-4	-22
COc1ccc(NC(=O)CC2SC(N3CCOCC3)=NC2=O)c(OC)c1 (stereo not drawn)	0.3	0	8	nt	17	nt	10	nt	1
CCOC(=O)C12CNC(=O)C(C(=O)OCC)(CNC1=O)C2	0.5	1	-7	14	-9	0.4	-1	7	-11
Cc1ccc(NC(=O)CN2CCC(C(N)=O)CC2)cc1[N+](=O)[O-]	0.1	-2	-3	-19	15	0.4	8	4	3
CCOC(=O)c1ccc(-n2c(CN3CCOCC3)nc3ccc([N+](=O)[O-])cc3c2=O)cc1	0.7	1	4	12	-19	nt	0	18	-1
CCC(CC)C(=O)N1c2ccc(F)cc2CCC1C (stereo not drawn)	0.0	0	-7	-2	1	0.9	8	13	-2
Cc1ccc(NC(=O)COc2ccc(/C=C3/NC(=O)NC3=O)cc2)cc1	0.6	6	-3	3	-11	2.2	-6	-6	-36
C/C(=N\N1CCN(Cc2ccccc2Cl)CC1)c1ccc([N+](=O)[O-])cc1	0.9	6	-4	-10	9	0.9	0	-6	-21
CC(=O)c1cnc2c(-c3ccccc3)c(C(F)(F)F)nn2c1C	0.3	0	2	20	-2	0.4	1	-8	-4
Nc1nc2c3ccccc3nc(Cc3ccccc3)n2n1	0.4	2	6	10	-4	0.0	0	-15	-8
Cc1ccc(Cn2nnc3c(=O)n(CC(=O)NCc4ccc5c(c4)OCO5)cnc32)cc1	-0.2	0	-7	14	-2	-0.3	-1	-3	-3
O=C1CC(c2ccccc2Cl)CC(O)=C1C=NCCCO (stereo not drawn)	0.4	2	-10	-9	15	0.2	34*	-12	10
C[C@]1(CO)CCC[C@@]2(C)C1CC[C@@H](CO)[C@@H]2CCc1ccoc1 (stereo partly drawn)	0.3	5	-7	nt	14	nt	0	nt	-14
O=C(NCc1cccnc1)Nc1ccc(Cl)cc1	1.4	1	-1	-7	1	1.1	3	6	7
O=C(OCN1C(=O)c2ccccc2C1=O)c1ccco1	0.0	4	6	14	-16	0.4	0	9	-5
COc1cc(C(=O)Nc2nncs2)cc(OC)c1OC	1.2	3	-6	0	-8	0.7	7	-1	-6
COc1ccc(/C=C/c2nc3ccccc3n2C)cc1	0.5	-1	1	-8	10	-0.6	-1	4	6
CSc1nnc(CSCc2ccc(Cl)cc2Cl)n1-c1ccccc1	-0.4	5	14	-1	10	-0.3	-3	7	-20
COc1ccc(-c2nc(CN3CCN(C(=O)c4ccco4)CC3)c(C)o2)c(F)c1	-0.4	5	-4	-16	-23	61*	3	25	-8
CN(Cc1ccccc1)C(=O)CN(C1CCCCC1)S(C)(=O)=O	-0.4	2	-3	18	-5	-0.1	7	-16	-2
CCCN(CCC)C(=O)CSc1nc2c(sc(=S)n2-c2ccc(OCC)cc2)c(=O)[nH]1	-0.8	1	0	nt	-2	-0.1	-9	-2	-24
O=C(CN1CCCCC1)Nc1cccc(Br)c1	-0.4	3	-10	-7	-4	0.0	6	13	-8
CCOC(=O)c1c(=O)n(O)c2ccc(OC)cc2[n+]1[O-]	1.6	3	-4	-7	-9	0.7	-3	0	-24
